NOD2-RIPK2 inh: NOD2-RIPK2 protein interaction inhibition | O43353 | CHO BLA complementation NOD2-RIPK2, CCF4 ratio | inhibition, % at 4.98 µM | hit rate 0.38% among 360,000 | AID 624267; in the data active = inhibition above about 21%;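 also: 0% = vehicle only and 100% = reference blocker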
NCOA1 inh: inhibits human SRC1 coactivator; inhibition, % at 3.6 µM; HEK293 GAL4-SRC1 luciferase reporter, luminescence; hit rate 0.12% among 360,000; Q15788; AID 588354;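 active = inhibition above the campaign mean plus 3 SD, with each screening campaign given its own cutoff, cut at about 60% in these data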;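 also: 0% = DMSO treated cells and 100% = gossypol at 36 µM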
MC4R antag cAMP: antagonists of human melanocortin 4 receptor (MC4R); P32245; MC4R-expressing cells, MTII-stimulated cAMP, LANCE TR-FRET; inhibition, % at 6.5 µM; hit rate 0.48% among 360,000; AID 540295;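 active = inhibition above its plate's cutoff, the mean of tested wells on that plate plus 3 SD, cut at about 29% in these data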;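 also: 0% = Melanotan II alone and 100% = Melanotan II plus saturating MCL0020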
Target sequence (P32245 whole entry, looked up): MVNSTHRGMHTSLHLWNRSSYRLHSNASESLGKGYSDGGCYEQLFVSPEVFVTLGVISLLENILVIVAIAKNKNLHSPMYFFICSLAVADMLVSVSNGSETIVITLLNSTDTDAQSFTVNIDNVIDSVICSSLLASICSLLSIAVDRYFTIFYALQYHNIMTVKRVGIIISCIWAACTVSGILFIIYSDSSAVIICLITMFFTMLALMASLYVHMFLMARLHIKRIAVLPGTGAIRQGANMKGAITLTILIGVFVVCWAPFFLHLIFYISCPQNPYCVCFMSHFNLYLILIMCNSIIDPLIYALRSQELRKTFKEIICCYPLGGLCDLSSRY
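Assay system: human MC4R-expressing U2OS cells; reagent: Melanotan II stimulation of cells; dosing: 6.5 µM single dose; timing: compound 30 min, challenge 1 h, detection 1 h; signal: TR-FRET cAMP assay; replicates: one well per compound, no replicates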
COUP-TFII inh: inhibitors of human COUP-TFII (NR2F2); P24468; HEK293T NGFI-A luciferase reporter, luminescence; inhibition, % at 8.6 µM; hit rate 0.7% among 370,000; AID 686940;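 active = inhibition above a per-plate cutoff, mean inhibition of test wells between control levels plus 3 SD, cut at about 38% in these data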;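 also: cells cotransfected with COUP-TFII expression vector driving the NGFI-A reporter; 0% = median of COUP-TF2 test wells and 100% = reporter-only cells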
TLR9-MyD88 inh: blocks human TLR9 binding to MyD88; Q9NR96+Q99836; CHO BLA complementation TLR9-MyD88, CCF4 FRET ratio; inhibition, % at 4.98 µM; hit rate 0.21% among 340,000; AID 504734;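 active = inhibition above the mean over all tested compounds plus 3 SD, cut at about 21% in these data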;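 also: 0% = DMSO only wells and 100% = clavulanate BLA inhibitor control wells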
SRC3 inh: human NCOA3 inhibition; HEK293 GAL4-SRC3 luciferase reporter, luminescence; hit rate 0.17% among 360,000; Q9Y6Q9; inhibition, % at 3.6 µM;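 active = inhibition above a per-campaign cutoff, the mean of all compounds plus 3 SD, cut at about 60% in these data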;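 also: 0% = DMSO-treated cells and 100% = gossypol-treated cells at 36 µM; higher means less SRC3-driven luciferase light from the GAL4 reporter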
MC4R ag barr: activates human MC4R beta-arrestin recruitment. U2OS MC4R beta-arrestin complementation, luminescence; percent of melanotan II response, DMSO zero. activation, % at 8.9 µM. hit rate 0.98% among 360,000;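 active = activation above a per-plate cutoff, the mean activation of sample wells on that plate plus 3 SD, cut at about 8% in these data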
ABHD5 PLIN5 PPI: ABHD5-PLIN5 protein interaction inhibition; inhibition, % at 4 µM; Split G. princeps luciferase complementation, luminescence, 4 h; hit rate 0.78% among 360,000; Q00G26+Q8WTS1; AID 602281;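 active = inhibition above the mean inhibition across every tested compound plus 3 SD, cut at about 22% in these data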;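 also: 0% = DMSO only wells and the 100% control is not disclosed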
LRH-1 inv ag: suppresses constitutive activity of human LRH-1; HEK293T StAR-luciferase reporter, LRH-1 transfected, 24 h; inhibition, % at 3.6 µM; hit rate 0.13% among 360,000; AID 602396;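 active = inhibition above the mean inhibition of all tested compounds plus 3 SD, cut at about 73% in these data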;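 also: 0% = DMSO wells and 100% = reporter-only cells lacking LRH-1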
Target sequence (O00482 whole entry, looked up): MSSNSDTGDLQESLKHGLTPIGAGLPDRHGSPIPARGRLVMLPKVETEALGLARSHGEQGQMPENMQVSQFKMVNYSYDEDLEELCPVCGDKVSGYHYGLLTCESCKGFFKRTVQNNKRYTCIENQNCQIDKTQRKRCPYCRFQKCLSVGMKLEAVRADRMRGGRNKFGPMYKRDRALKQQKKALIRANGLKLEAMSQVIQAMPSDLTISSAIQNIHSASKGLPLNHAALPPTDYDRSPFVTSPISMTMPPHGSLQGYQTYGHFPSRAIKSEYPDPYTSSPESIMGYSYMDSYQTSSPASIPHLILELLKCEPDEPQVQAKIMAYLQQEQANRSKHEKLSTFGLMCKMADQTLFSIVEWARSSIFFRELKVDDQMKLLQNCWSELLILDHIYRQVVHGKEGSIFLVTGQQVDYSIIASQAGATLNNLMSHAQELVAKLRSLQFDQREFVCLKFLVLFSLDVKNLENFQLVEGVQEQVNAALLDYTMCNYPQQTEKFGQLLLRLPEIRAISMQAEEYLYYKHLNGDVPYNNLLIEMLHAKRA
SRC2 inh: human SRC2 (NCOA2) inhibition; AID 651957; hit rate 0.17% among 370,000; HEK293 GAL4-SRC2 luciferase reporter, luminescence; inhibition, % at 9 µM;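 active = inhibition above the mean inhibition of all tested compounds plus 3 SD, set per campaign, cut at about 52% in these data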;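 also: 0% = DMSO treated cells and 100% = cells given Gossypol at 36 µM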
LMP1 NFkB inh: Epstein-Barr LMP1 NF-kappaB reporter inhibition. LMP1-induced NF-kappaB luciferase reporter cells, luminescence. inhibition, % at 12.5 µM. hit rate 0.69% among 350,000; in the data active = inhibition above about 41%;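 also: 0% = neutral control wells and 100% = reference inhibitor control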
* hit, by the source's call; x = no result given. Only part of the results is shown, so the mix of outcomes need not match the whole.

ABHD5 PLIN5 PPI	LMP1 NFkB inh	LRH-1 inv ag	TLR9-MyD88 inh	NOD2-RIPK2 inh	MC4R ag barr	SRC2 inh	NCOA1 inh	COUP-TFII inh	SRC3 inh	compound	MC4R antag cAMP
-6	15	11	-7	-5	5.1	21	5	8	2	Cc1cc(NC(=O)C2CCCC2)n(-c2nc3ccccc3[nH]2)n1	-19
-3	-11	-46	-10	-28	-0.2	-24	-65	-35	-62	CCc1cc2c(=O)c(-c3ccon3)c(N)oc2cc1OC	-8
8	22	8	-17	-4	3.1	-5	10	21	17	COC(=O)c1ccc(N2CCN(S(=O)(=O)c3ccc4ccccc4c3)CC2)c([N+](=O)[O-])c1	-2
-9	-2	1	-5	8	-0.8	6	-1	-5	-10	CCOC(=O)CNC(=O)/C=C/c1c(Cl)cccc1Cl	11
4	-5	0	1	9	1.0	1	-9	-3	-7	O=C1CC(N2CCN(C(c3ccccc3)c3ccccc3)CC2)C(=O)N1 (stereo not given)	1
-1	x	-16	x	-6	x	-12	x	16	x	O=C(NC1CCCC1)C(c1ccccc1)n1c(Cc2cc(F)cc(F)c2)nc2ccccc21 (stereo not given)	x
5	37	-137	-9	8	-0.6	-37	-55	-7	-49	Cc1ccc2nc(SCC3CCCCO3)[nH]c2c1 (stereo not given)	12
7	-2	-4	4	3	-1.4	8	-22	0	-2	CCC1CCCCN1CCCNC(=O)C1CC(=O)N(CCc2ccccc2)C1 (stereo not given)	10
7	11	26	4	-14	0.2	0	4	7	17	Cc1ccc2nc3c(c(Nc4ccc5c(c4)OCCO5)c2c1)CCC3	-6
0	x	-1	x	-10	2.3	4	-4	-7	16	O=C(Nc1cccc2ccccc12)c1csc([C@@H]2C[C@H](O)[C@@H](CO)O2)n1	6
-3	2	3	-8	3	-3.1	-5	-28	19	2	CCc1ccccc1NC(=O)Nc1cccn(Cc2ccc(F)cc2)c1=O	2
-9	-10	8	3	-3	0.9	-5	1	0	-10	COc1ccccc1NC(=O)CN1CCCCCC1	3
-5	-14	-25	-2	-3	1.3	-21	-7	-2	-12	Cc1nc(NCCc2ccccc2)sc1C(=O)O	4
-2	0	4	-2	0	-1.1	-56	-13	-9	-5	CCC1CCCCN1C(=O)COC(=O)c1cc(=O)[nH]c2ccccc12 (stereo not given)	-7
6	-18	-63	7	-13	-3.3	-23	-44	-33	-41	Cc1ccc(NC(=O)C(=O)NCc2ccccn2)cc1	10
0	3	-13	-7	2	-2.5	-1	-3	11	3	CC(C)(C)OC(=O)N1CCCC(C(=O)Nc2cccc(C(=O)NC3CC3)c2)C1 (stereo not given)	8
-2	-7	10	-2	-7	1.9	-8	-5	10	-13	CN(C)C(CNc1ccc(C(F)(F)F)cc1[N+](=O)[O-])c1ccccc1 (stereo not given)	13
3	5	-6	4	-3	-0.3	1	-1	13	7	COc1ccc(Br)c(C(=O)OCC(=O)N2CCC(Cc3ccccc3)CC2)c1	-2
2	5	4	1	-10	1.3	6	5	-5	-8	Cc1cccn2c(=O)c3cc(C(=O)NC4CCCC4)c(=N)n(C4CCCCC4)c3nc12	7
1	-2	0	4	2	-2.2	3	-78	-13	3	CNS(=O)(=O)c1cccc(C(=O)OCC(=O)NCCCc2ccccc2)c1	6
-3	-1	-27	-3	6	-2.3	12	12	8	23	CC(=O)Nc1nc2c(C)c(Cl)ccc2s1	3
0	2	19	8	-4	0.1	-24	4	-3	10	COCCCNC(NC(=O)c1ccc(OC)cc1)C(Cl)(Cl)Cl (stereo not given)	11
-1	-9	10	17	-7	-0.2	-8	-15	-17	3	O=C(Nc1ccc(-n2cnnn2)cc1)C1CCC1	-2
-3	9	-18	-1	7	-3.7	1	4	16	-8	O=c1[nH]nc(Sc2ccccc2)c(=S)[nH]1	-6
8	-7	-15	11	-10	0.8	x	1	x	13	CN(CC(=O)Nc1cccnc1)S(=O)(=O)c1cc(Cl)ccc1Cl	10
3	-7	14	3	-10	0.2	8	14	-14	-10	NC(=O)c1nsc(C(=O)N(c2ccccc2)C(C(=O)NCC2CCCO2)c2ccc3ncccc3c2)c1N (stereo not given)	13
0	10	16	0	0	-1.9	-9	-31	-10	7	CC(Sc1nc(N2CCOCC2)c2c(c1C#N)CC(C)(C)OC2)C(=O)Nc1ccccc1 (stereo not given)	4
3	3	-14	-10	-5	0.8	-12	-20	2	-4	COc1ccc(CNc2nc3ccc(C)cc3s2)c(OC)c1OC	15
5	22	28	-6	-6	2.8	2	16	0	34	COc1ccc(C(=O)Nc2nc(-c3ccccn3)cs2)cc1S(=O)(=O)N1CCOCC1	2
5	1	-1	-4	1	0.1	4	-4	14	-9	CSc1nc(C)cc(-n2cc(F)c(=O)[nH]c2=O)n1	8
1	-6	-4	-5	-10	-1.3	2	-54	-26	-1	CCN(CCNC(=O)c1cccc(N2CCCC2=O)c1)c1ccccc1	-4
1	x	-31	x	2	x	-23	x	4	x	COc1ccc(-c2oc3c(c2C(=O)OCCCO)C(OCCO)CCC3)cc1 (stereo not given)	x
-2	-10	-3	9	-8	-0.8	-13	11	-20	-24	CN(C(=O)COC(=O)c1ccc[nH]c1=O)C1CCCCC1	12
4	2	8	10	2	0.3	-13	-9	-17	4	CC(=O)c1cccc(N2Cc3ccccc3C2=NC(=O)CCl)c1	9
-4	-12	-9	-5	-6	-1.0	-9	-14	-3	-4	COc1ccc(CCNC(=O)C2CC(c3c(Cl)cccc3Cl)=NO2)cc1 (stereo not given)	-2
-8	-4	-15	-11	-3	1.3	16	0	3	13	CCN(Cc1ccccc1)C(=O)CCS(=O)(=O)c1cc2c(cc1Cl)NC(=O)CO2	4
-1	-1	-7	1	2	-1.1	17	14	-39	13	O=C(O)C1CCC(CNCc2ccncc2)CC1 (stereo not given)	12
-3	14	-4	9	4	0.9	-13	5	21	2	N#CCCN(C(=O)Nc1ccc(Cl)c(Cl)c1)C1CCCCC1	-2
6	12	20	0	4	-1.1	2	3	15	15	CCOc1ccc2ccccc2c1C(=O)N1CCN(c2ccccc2)CC1	-7
6	4	17	3	0	3.2	-6	-3	-1	-2	Cc1ccc2c(c1)c1c(n2CC(O)CN2CCC(C)CC2)CCCC1 (stereo not given)	5
12	-11	-9	4	-8	1.6	0	11	1	20	CCOC(=O)C1=C(C)N(C)C(=S)NC1c1ccc(Cl)cc1Cl (stereo not given)	0
3	1	-3	-3	2	-3.2	-23	-7	16	6	CCNc1nc(NC(C)CC)nc(ON=C(C)C)n1 (stereo not given)	-7
-1	7	9	-2	-5	-0.9	-5	7	-15	-4	COCCN1Cc2cccc(C(=O)Nc3ccc(S(=O)(=O)N4CCCCCC4)cc3)c2C1=O	21
10	-15	4	1	7	-0.6	4	10	9	6	COc1ccc2nc(NC(=O)C3CCCN(S(=O)(=O)c4cccs4)C3)sc2c1 (stereo not given)	1
4	-6	-25	-15	-3	-3.4	-27	-5	-4	1	COc1ccc(CN2C(=O)C(Cc3ccccc3)Nc3ncnc(N4CCN(c5ccccc5)CC4)c32)cc1 (stereo not given)	6
10	-2	-8	8	7	-0.7	-11	2	-9	4	O=C(O)CN1C(=O)N/C(=C\c2cccn2-c2ccc(P(=O)(O)O)cc2)C1=O	-7
5	9	14	3	-10	2.3	-10	6	21	3	COC(=O)c1ccccc1NC(=O)c1cc[n+](C)cc1	7
-3	-4	13	9	10	2.1	-8	4	29	10	Cc1cccc(C(=O)Nc2nnc(COc3ccccc3)s2)c1	-5
0	x	23	x	-2	0.1	-1	4	-29	1	COc1ccccc1-c1cncc(NC(C)=O)n1	-2
-3	-6	-15	4	-4	-0.7	-18	14	14	8	CCOC(=O)C1CCCN(S(=O)(=O)c2ccc(Cl)nc2)C1 (stereo not given)	6

Three of these compounds, set out differently:
ABHD5 PLIN5 PPI | LMP1 NFkB inh | LRH-1 inv ag | TLR9-MyD88 inh | NOD2-RIPK2 inh | MC4R ag barr | SRC2 inh | NCOA1 inh | COUP-TFII inh | SRC3 inh | MC4R antag cAMP | structure
3 | 3 | -14 | -10 | -5 | 0.8 | -12 | -20 | 2 | -4 | 15 | COc1ccc(CNc2nc3ccc(C)cc3s2)c(OC)c1OC
-2 | -10 | -3 | 9 | -8 | -0.8 | -13 | 11 | -20 | -24 | 12 | CN(C(=O)COC(=O)c1ccc[nH]c1=O)C1CCCCC1
6 | 12 | 20 | 0 | 4 | -1.1 | 2 | 3 | 15 | 15 | -7 | CCOc1ccc2ccccc2c1C(=O)N1CCN(c2ccccc2)CC1

(further entries)
ABHD5 PLIN5 PPI	LMP1 NFkB inh	LRH-1 inv ag	TLR9-MyD88 inh	NOD2-RIPK2 inh	MC4R ag barr	SRC2 inh	NCOA1 inh	COUP-TFII inh	SRC3 inh	compound	MC4R antag cAMP
11	0	-5	1	2	-2.0	-10	-1	18	-14	Cc1noc(C)c1CSCC(=O)Nc1cc(S(=O)(=O)N2CCCCC2)ccc1OC(C)C	3
-2	-1	8	-5	0	-0.9	9	5	-15	10	N#CC(c1ccccc1)N(CCCCl)C(=O)c1ccccc1 (stereo not given)	-1
6	7	-14	-2	-11	0.7	8	0	1	7	CC(C)NC(=O)CN(Cc1ccc2c(c1)OCO2)C(=O)CCC(=O)Nc1ccccn1	4
4	-1	18	10	6	0.0	1	17	-9	-2	COCCNC(=S)N1CCN(Cc2ccc3c(c2)OCO3)CC1	5
16	0	16	6	0	-0.1	-12	11	13	-3	COC(=O)C(CC(=O)c1ccc(Br)cc1)n1cccn1 (stereo not given)	7
2	-5	5	0	-5	3.4	12	-11	7	6	Cc1ccc(NC(=O)CSc2nc3[nH]ncc3c(=O)[nH]2)c(C)c1	-4
18	2	7	11	-17	-1.9	12	-5	-13	-3	COc1cc(C)c2c(c1C=O)Oc1c(c(C)c(O)c3c1C(O)OC3=O)OC2=O (stereo not given)	9
8	-3	8	0	-7	-1.2	-35	4	-5	-3	NS(=O)(=O)c1cc(C(=O)N2CCNC(=O)C2)ccc1Cl	7
5	19	5	x	6	-1.8	3	-5	24	5	CC(C)S(=O)(=O)N1CCN(c2ccnc3cc(Cl)ccc23)CC1	-3
0	-13	-7	2	-2	-0.6	16	-6	2	-10	O=C(CCCc1nc2ccccc2s1)NCc1ccc(F)cc1	-1
-2	-21	6	-4	-3	-0.5	-12	-2	16	18	C/C(=N\NC(=O)c1cc(-c2cccnc2)nc2ccccc12)c1ccccc1O	24
10	-2	7	-6	-2	1.6	-28	-27	2	7	O=C(O)C1CCN(C(=O)CCc2ccccc2)CC1	-9
-2	2	-5	-1	-4	-1.9	9	-36	8	7	CCCCN(C(=O)CN1C(=O)C2CC=CCC2C1=O)c1c(N)n(CCC)c(=O)[nH]c1=O (stereo not given)	2
2	-11	-15	-4	-5	-0.8	-32	-5	8	-2	Cc1ccc(CN2CCN(CCCc3ccccc3)CC2CCO)cc1 (stereo not given)	7
-5	-1	3	0	-8	-0.9	-14	13	8	4	CCOc1ccccc1Nc1nnc(SCc2ccc(C(=O)OC)o2)s1	9
